HepG2 tox – kills HepG2 cells in TGF-b inhibitor counter-screen; Potency, µM (series often up to 46.1 µM), for inactives: top-dose activity change, negative = cytotoxicity, usual class: cytotoxic; 410,000 compounds, 0.76% hits; HepG2 CAGA-GFP viability, ATP luminescence, 18 h; note: some results filed as inactive show a strong effect at the top dose
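CellTiter-Glo luminescence gave cytotoxicity after 18 hours at 37 degrees C. The cells were HepG2 CAGA-GFP in 1% FBS DMEM, stimulated with 500 pg/mL TGF-beta after compound addition. %Activity was normalised to no-cell wells (complete cell-killing) and DMSO (no toxicity), and curves were fitted and classified.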
TGFb SMAD3 inh – inhibitors of TGF-b signaling | HepG2 CAGA-GFP TGF-b/SMAD3 reporter, GFP fluorescence, 18 h; TGF-beta stimulated, 500 pg/mL final | Potency, µM (top dose mostly 46.1 µM), without a hit: at the top dose activity, negative = inhibition, usual class: inhibitors | 410,000 compounds, 1.2% hits | AID 588855; note: % is set by controls: 0 for no effect and ±100 for the full control effect; nearly all actives have a fitted effect of over 65% in size
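GFP signal (ex488/em500-530) from TGF-beta-stimulated HEPG2 CAGA-GFP cells, 500 pg/mL final, 18 h at 37 degrees C in DMEM plus 1% FBS, normalized to unstimulated and DMSO-stimulated controls.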
Nrf2 activator – activates Nrf2 signaling; Potency, µM (titrated, usually from 46.1 µM), inactives show at the highest dose activation, most hits filed as activators; 410,000 compounds, 0.31% hits; AREc32 ARE-luciferase reporter (MCF7-derived line), luminescence, 24 h; AID 624171; note: % of control where 0% means no effect; nearly all actives have a fitted effect of over 65% in size
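Each well held 1000 AREc32 cells, which were incubated with compound for 24 hr at 37 deg C after overnight attachment, and ARE reporter activity was quantified by firefly luciferase luminescence.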
MCF10A rerep – inducers of DNA re-replication in MCF 10A breast cells. MCF 10A DNA re-replication, Hoechst nuclear intensity, 48 h. 350,000 compounds, 2.9% hits. Potency, µM (titrated, usually from 46.1 µM), for inactives: at the top dose activity, positive = re-replication, most hits filed as activators. AID 624296; note: % of control where 0% means no effect; nearly all actives have a fitted effect of over 50% in size
S2 tox – viability counter-screen for ATXN expression inhibitors; 400,000 compounds, 0.49% hits; Potency, µM (series often up to 56.7 µM), actives largely listed as cytotoxic; AID 651635; S2 cells (HEK-293 line with an ATXN2-luciferase reporter) viability, CellTiter-Fluor protease fluorescence, 24 h; note: nearly all actives have a fitted effect of over 40% in size
EPAC2 antagonist – EPAC2 (human) antagonism; EPAC2 GEF exchange of Rap1B-BODIPY-GDP, fluorescence; Q8WZA2; 360,000 compounds, 0.18% hits; Potency, µM (doses to about 114 µM), for inactives: at the top dose activity, negative = inhibition, usual class: inhibitors; note: % is set by controls: 0 for no effect and ±100 for the full control effect; nearly all actives have a fitted effect of over 45% in size; many of its hits are not listed in these tables
Target sequence (Q8WZA2 whole entry, looked up): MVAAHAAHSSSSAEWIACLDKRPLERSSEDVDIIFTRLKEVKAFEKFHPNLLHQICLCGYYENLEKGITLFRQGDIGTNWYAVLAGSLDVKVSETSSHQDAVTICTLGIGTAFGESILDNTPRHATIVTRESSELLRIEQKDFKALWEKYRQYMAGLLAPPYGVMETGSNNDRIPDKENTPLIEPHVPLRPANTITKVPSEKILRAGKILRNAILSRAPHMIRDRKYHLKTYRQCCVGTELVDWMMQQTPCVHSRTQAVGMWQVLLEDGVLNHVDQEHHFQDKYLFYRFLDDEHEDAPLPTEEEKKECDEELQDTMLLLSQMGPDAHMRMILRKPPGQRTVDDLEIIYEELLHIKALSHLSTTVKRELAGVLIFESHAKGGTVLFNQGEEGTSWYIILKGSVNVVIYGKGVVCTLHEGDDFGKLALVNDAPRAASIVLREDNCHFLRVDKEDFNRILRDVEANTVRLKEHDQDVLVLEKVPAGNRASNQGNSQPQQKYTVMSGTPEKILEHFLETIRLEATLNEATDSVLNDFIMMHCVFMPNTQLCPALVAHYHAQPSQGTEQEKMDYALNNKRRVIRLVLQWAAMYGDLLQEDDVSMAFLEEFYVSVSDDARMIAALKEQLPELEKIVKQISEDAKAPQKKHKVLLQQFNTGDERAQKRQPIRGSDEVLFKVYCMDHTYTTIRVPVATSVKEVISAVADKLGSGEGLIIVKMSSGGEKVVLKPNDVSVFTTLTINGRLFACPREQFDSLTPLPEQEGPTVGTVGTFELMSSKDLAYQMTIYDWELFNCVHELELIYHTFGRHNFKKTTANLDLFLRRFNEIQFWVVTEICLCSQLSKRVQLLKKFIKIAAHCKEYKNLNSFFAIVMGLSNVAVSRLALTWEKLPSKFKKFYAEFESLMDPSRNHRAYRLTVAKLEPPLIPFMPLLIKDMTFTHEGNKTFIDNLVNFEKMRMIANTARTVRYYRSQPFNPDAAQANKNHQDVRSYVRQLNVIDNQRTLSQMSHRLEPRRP
A549 tox – counter-screen for Nrf2 inhibitors: cytotoxicity in A549 cells. Potency, µM (series often up to 46 µM), for inactives: at the top dose activity change, negative = cytotoxicity, actives largely listed as inhibitors. A549 ARE-Fluc cells, CellTiter-Fluor viability, 18-24 h. 390,000 compounds, 0.16% hits; note: % is set by controls: 0 for no effect and ±100 for the full control effect
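A549 ARE_Fluc cells in 5% FBS OPTI-MEM were exposed to compounds in concentration-response for 18-24 h at 37 deg C. Viability was read by CellTiter-Fluor fluorescence (Ex 405/Em 525) after 30 min, before the luciferase read.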
ATXN2 expr inh – reduces ATXN2 reporter expression in HEK-293 cells; 360,000 compounds, 0.72% hits; Potency, µM (series often up to 57 µM), for inactives: at the highest dose activity change, negative = inhibition, usual class: inhibitors; HEK-293 ATXN2-luciferase reporter, luminescence, 24 h; note: % is set by controls: 0 for no effect and ±100 for the full control effect; nearly all actives have a fitted effect of over 55% in size
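qHTS (up to 57 uM final) was run with 24 h compound exposure of reporter cells at 37 °C. Each well was multiplexed: SteadyGlo luminescence measured ATXN2-luciferase expression after a fluorogenic Gly-Phe-AFC viability readout (25 uM final).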
Nrf2 block – inhibitors of Nrf2 signaling | Potency, µM (titrated, usually from 46 µM), inactives show at the top dose activity change, negative = inhibition, hits mostly inhibitors | AID 504444 | 360,000 compounds, 2.1% hits | A549 ARE-Fluc reporter, luciferase luminescence, 18-24 h; note: % is set by controls: 0 for no effect and ±100 for the full control effect; nearly all actives have a fitted effect of over 60% in size
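Concentration-response testing used A549 ARE_Fluc cells at 5000 cells/well. Following an 18-24 h compound incubation, viability was read by fluorescence (Ex 405/Em 525) and luciferase output by luminescence.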
An asterisk follows results filed as active; i = inactive; ? = inconclusive; . = not tested or not shown; & = joins results of further samples; [ ] = another dose, or the depositor's remark. Calls come from the whole dose curve; as a rule, active = well fitted curve in the direction sought with a large enough effect; inconclusive = small, poorly fitted or top-dose-only effect, or another doubt; inactive = no such curve, though single readings can be large; an effect the other way counts as inactive or inconclusive. Potency is the fitted concentration of half-maximal effect. A portion of the library; rates above refer to the full screens.

Compound,HepG2 tox,TGFb SMAD3 inh,Nrf2 activator,MCF10A rerep,S2 tox,EPAC2 antagonist,A549 tox,ATXN2 expr inh,Nrf2 block
COC(=O)c1c(NC(=O)CCC(=O)O)sc(Cc2ccccc2)c1C,4%,-5%,-0.1%,2%,i,-2%,-4%,-5%,-26%
NS(=O)(=O)c1ccc(CNC(=O)C(c2ccccc2)c2ccccc2)cc1,17%,-9%,0.2%,-4%,i,-18%,1%,0%,?
O=C(NC(=S)Nc1ccccc1[N+](=O)[O-])c1cncc(Br)c1,2%,-15%,16%,8%,i,14%,-10%,.,15%
O=C(O)c1cc(S(=O)(=O)Nc2ccc3cn[nH]c3c2)ccc1O,-2%,-4%,-0.6%,3%,i,0%,-1%,-4%,17%
Cc1ccc(NS(=O)(=O)c2ccc3c(c2)NC(=O)C(C)C(=O)N3)cc1F (stereo not drawn),-33%,-16%,-2.5%,.,.,.,-8%,.,8%
COc1ccccc1CNC(=O)Cn1nc(C)c([N+](=O)[O-])c1C,-32%,10%,-0.6%,0%,i,-4%,-2%,9%,-16%
O=[N+]([O-])c1ccccc1/C=N/Nc1nc(N2CCCC2)nc(N2CCCC2)n1,-5%,20%,?,1%,i,-4%,-12%,-29%,?
COc1ccc(CN2CC(=O)N(c3cc(Cl)ccc3OC)C2=S)cc1OC,-11%,-16%,17%,4%,?,-11%,-5%,.,?
O=C(CCN1CCN(Cc2ccccc2)CC1)NNC(=O)c1ccc(Cl)c(Cl)c1,1%,1%,0.5%,.,i,4%,.,.,.
O=C(CSc1cccc2cccnc12)N/N=C/c1ccncc1,1%,4%,1.7%,-5%,i,-11%,6%,.,-25%
CCCCCCCCNc1nc(Cl)nc(NCc2ccco2)n1,9%,-1%,0.0%,1%,i,6%,-1%,-7%,2%
Cc1nn(Cc2ccccc2Cl)c(C)c1N,4%,-3%,1.4%,-8%,i,3%,-1%,-3%,-17%
O=C(Nc1ccc(S(=O)(=O)N2CCOCC2)cc1)C1CC1,-7%,11%,-0.3%,1%,i,-2%,-15%,1%,-6%
CC(Sc1nc2c(c(=O)[nH]1)CCCC2)C(=O)Nc1cc(C(F)(F)F)ccc1Cl (stereo not drawn),-1%,14%,-0.1%,.,i,.,-3%,-5%,-1%
O=C1CN(C(=O)COC(=O)c2cccc(Br)c2)c2ccccc2N1,3%,2%,?,0%,i,1%,1%,-4%,0%

Among those listed so far, these have a nitro group on carbon:
Compound,HepG2 tox,TGFb SMAD3 inh,Nrf2 activator,MCF10A rerep,S2 tox,EPAC2 antagonist,A549 tox,ATXN2 expr inh,Nrf2 block
O=C(NC(=S)Nc1ccccc1[N+](=O)[O-])c1cncc(Br)c1,2%,-15%,16%,8%,i,14%,-10%,.,15%
COc1ccccc1CNC(=O)Cn1nc(C)c([N+](=O)[O-])c1C,-32%,10%,-0.6%,0%,i,-4%,-2%,9%,-16%
O=[N+]([O-])c1ccccc1/C=N/Nc1nc(N2CCCC2)nc(N2CCCC2)n1,-5%,20%,?,1%,i,-4%,-12%,-29%,?

Additional results
Compound,HepG2 tox,TGFb SMAD3 inh,Nrf2 activator,MCF10A rerep,S2 tox,EPAC2 antagonist,A549 tox,ATXN2 expr inh,Nrf2 block
C[C@H](CO)N1C[C@H](C)[C@@H](CN(C)Cc2ccc(C(=O)O)cc2)OCc2cnnn2CCCC1=O,-20%,-5%,0.3%,.,i,-6%,.,-1%,.
O=C(NCc1ccccc1)c1ccc(NS(=O)(=O)c2cccs2)cc1,-2%,5%,-0.3%,1%,i,2%,-1%,3%,3%
CCc1noc(C)c1C(=O)NCCN1C(=O)S/C(=C\c2ccccc2F)C1=O,-5%,0%,5.0%,.,?,12%,.,.,.
Cc1cccc(Nc2nc(-c3ccc(O)cc3O)cs2)n1,-27%,?,?,9%,i,-1%,-15%,10%,1%
CN1CCN(C(=O)C2CCCN(S(=O)(=O)c3ccc(F)cc3)C2)CC1 (stereo not drawn),2%,-6%,-0.3%,1%,i,5%,-2%,3%,-3%
COc1cccc(CC(=O)Nc2nc(-c3cc(OC)ccc3OC)cs2)c1,-24%,-7%,0.1%,-2%,i,5%,-1%,-19%,-13%
COc1ccc(NC(=O)C[C@H]2C(=O)N(C3CCCCC3)C[C@@H]2C)cc1,-7%,3%,-0.7%,.,i,10%,.,-22%,.
COc1ccc(NC(=O)N(Cc2cc3cc(OC)ccc3[nH]c2=O)CC2CCCO2)cc1 (stereo not drawn),10%,4%,0.3%,7%,i,-7%,-12%,4%,-15%
CC(=O)Nc1ccc(S(=O)(=O)Nc2ccc(S(=O)(=O)N3CCCC3)cc2)cc1,-31%,-6%,-0.3%,-4%,i,4%,19%,-16%,11%
CN(C)c1cccc(C(=O)NNC(=O)/C=C/c2cccs2)c1,-18%,8%,4.5%,10%,i,3%,4%,.,7%
COC(=O)c1cccc(Nc2nc(-c3ccncc3)nc3ccccc23)c1,-7%,11%,-0.3%,8%,i,5%,-4%,4%,-8%
Cc1ccc(C(=O)NCC(=O)NCc2cc(=O)n(C)c(=O)n2C)cc1,-29%,9%,0.2%,0%,i,8%,0%,-16%,4%
COc1cc(OC)cc(C(=O)N[C@H](C(=O)NC2=NCCS2)C(C)C)c1,4%,4%,0.0%,-1%,i,-1%,0%,-6%,8%
COc1ccc(NC(=O)COC(=O)Cc2c(F)cccc2Cl)cc1OC,9%,-16%,-0.1%,1%,i,12%,5%,10%,6%
COc1ccc2occ(C(=O)c3ccc(N)cc3)c2c1,-10%,-16%,-0.4%,-3%,i,-16%,-4%,8%,?
CCOc1ccc(Cc2nnc(SCC(N)=O)n2C)cc1,0%,3%,-0.4%,4%,i,4%,0%,-1%,-8%
Nn1c(SCC(=O)Nc2ccc3c(c2)OCO3)nnc1-c1ccc(Cl)cc1,-11%,?,-0.4%,-1%,i,-1%,.,2%,13%
O=C(O)c1csc(-c2cccc(Cl)c2)n1,1%,21%,-0.6%,-3%,i,-1%,-2%,14%,0%
COc1ccccc1NC(=O)CSc1nnc(Cc2cc(=O)[nH]c(=O)[nH]2)n1-c1ccccc1,-3%,17%,0.3%,-4%,?,6%,-2%,2%,10%
COc1ccc(Cc2nc3ccc(C(=O)NCCc4cccc(C)n4)cc3o2)cc1,-20%,-18%,6.5%,-1%,i,2%,-1%,.,8%
CN1[C@@H]2CC[C@H]1CC(OC(=O)c1c[nH]c3ccccc13)C2 (stereo partly drawn),-10%,10%,-0.5%,-1%,i,3%,-3%,-16%&-3%,-18%
CC(=O)Nc1cccc(NC(=O)CSc2nccn2Cc2ccco2)c1,-16%&-1%,-11%&-5%,0.0%&-0.2%,-3%,i,-6%,5%&0%,0%,3%
CCOc1ccc(C2C(C#N)=C(N)Oc3cc(O)ccc32)cc1OCC (stereo not drawn),-2%,-13%,-0.8%,24%,.,?,6%,-7%,?
Cc1ccc(Cn2ncc(Cl)c(Cl)c2=O)cc1,-115%,?,?,?,.,0%,1%,?,17%
NCCCCCc1nnc(SC/C=C/c2ccccc2)o1,-20%,?,0.4%,?,i,11%,2%,-16%,5%
O=[N+]([O-])c1ccc(SCc2c(F)cccc2Cl)nc1,-30%,-28%,8.7%,2%,i,-15%,-4%,28%,-14%
COc1ccc(NC(=O)c2sc(N)nc2-c2ccccc2)cc1,-14%,-14%,8.5%,9%,?,-11%,8%,-17%,-32%
O=C(COc1cccc(F)c1)Oc1ccc(C(=O)c2ccccc2)cc1,1%,-12%,-0.2%,4%,i,-8%,1%,5%,3%
O=C(Nc1ccc(Cl)cc1)N1CCN(c2ccc3nnc(-c4ccc(F)cc4)n3n2)CC1,-27%&-21%,14µM*,3.4%&0.8%,?,?,-4%,?,?,21µM*
Cc1ccc(Cl)cc1N(CC(=O)N1CCCCCC1)S(C)(=O)=O,4%,1%,-0.2%,1%,?,11%,4%,?,-1%
COc1cc(C2c3c(-c4cc(C)cc(C)c4O)n[nH]c3C(=O)N2CCCO)cc(OC)c1OC (stereo not drawn),-23%,-3%,3.2%,7%,i,-2%,-10%,-2%,-7%
O=C(C1CC1)N1N=C(c2ccc(F)cc2)CC1(O)C(F)(F)F (stereo not drawn),0%,-1%,4.0%,?,i,7%,0%,6%,3%
Cn1c(Cn2c(=O)sc3ccccc32)nnc1SCC(=O)NCC1CCCO1 (stereo not drawn),-6%,-5%,0.0%,-3%,i,-1%,4%,-1%,3%
O=C(CN1CCOCC1)NCc1ccccc1Cl,-7%,-6%,0.0%,-13%,i,3%,13%,-5%,-8%
C=CCN(CC=C)Cc1cc(=O)oc2cc(C)c(C)cc12,-13%,?,4.1%,.,i,?,.,2%,.
CCOc1ccccc1NC(=O)c1ccc2ccccc2c1,-22%,4%,6.4%,13%,i,-25%,10%,50%[activator],?
O=C(CN1C(=O)c2cccc3cccc1c23)N1CCN(c2cccc(Cl)c2)CC1,13%,-2%,-0.2%,-3%,i,9%,3%,-13%,.
CCOc1ccc(-c2nc(Cn3c(=O)cc(-c4ccccc4)c4c(C)nn(C)c43)c(C)o2)cc1,5%,0%,0.9%,.,.,.,9%,.,5.8µM*
CCCCNC(=O)Nc1ccccc1C(=O)Nc1ccc(OC)cc1,3%,6%,-0.6%,-4%,i,6%,-2%,6%,.
CC(C)Oc1ccc(CNC(=O)c2ccc(Cn3c(=O)c4cccn4c4cccnc43)cc2)cc1,-7%,-2%,0.4%,.,.,.,6%,.,2%
CCCc1cc(=O)[nH]c(SCC(=O)NN(c2ccccc2)c2ccccc2)n1,8%,-2%,0.3%,27%,i,-25%,3%,-6%,-5%
CC(C)C1C(=O)N(Cc2cn(CC3CCCCC3)nn2)CCS(=O)(=O)N1Cc1ccc(-c2ccc(Cl)nc2)cc1 (stereo not drawn),-14%,?,2.4%,.,?,9%,.,-24%,.
O=C(CN1CCN(C(=O)c2ccco2)CC1)Nc1ccc(Cl)c(C(F)(F)F)c1,-1%,?,2.9%,-8%,i,2%,-3%,-23%,.
